RTF Ca sens act – cardiac RTF calcium sensitivity activators, primary screen, biochemical, IANBD-TnC fluorescence, EC20 calcium | Troponin I, cardiac muscle (Homo sapiens) + Troponin T, cardiac muscle (Homo sapiens) + … | IANBD-labeled TnC RTF fluorescence at EC20 calcium; 0% EC20 calcium, 100% full calcium | activation, % at 7.2 µM | 340,000 compounds, 0.24% hits | AID 493008, 2010;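 active = activation above the mean over all tested compounds plus 3 SD, cut at about 30% in these data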;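 also: rise in fluorescence read as greater calcium sensitivity of cardiac thin filaments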
C-LANA FP – inhibitors of KSHV C-LANA binding to DNA, primary screen, biochemical, fluorescence polarization, FAM-LBS DNA, MBP-C-LANA, single point. Kaposi's sarcoma herpesvirus LANA C-terminal domain (residues 932-1162) DNA binding. inhibition, % at 9 µM. 340,000 compounds, 0.078% hits. AID 504423, 2011;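 active = highest replicate inhibition at or above 60% at 9 µM, even if other replicates fall short; inactive = all replicates below 60% inhibition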;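 also: 0% = neutral control wells and 100% = 4 µM acridine orange control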
RTF Ca sens inh – cardiac RTF calcium sensitivity inhibitors, primary screen, biochemical, IANBD-TnC fluorescence, EC70 calcium | Troponin I, cardiac muscle (Homo sapiens) + Troponin T, cardiac muscle (Homo sapiens) + … | IANBD-labeled cardiac RTF, Ca2+ fluorescence | inhibition, % at 7.15 µM | 340,000 compounds, 0.12% hits;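 active = inhibition above the mean inhibition of all tested compounds plus 3 SD, cut at about 17% in these data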;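 also: assay run at fixed EC70 calcium of 1.6 mM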
SR-BI DiI-HDL act – activators of SR-BI mediated DiI-HDL uptake, primary screen, ldlA[mSR-BI] CHO cells, DiI fluorescence | 3 h; 100 = double the neutral-control signal | activation, % at 12.5 µM | 320,000 compounds, 0.096% hits | AID 504775, 2011;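 active = mean replicate activation of at least 60% and every replicate at or above 60%; inconclusive = mean or all-replicate condition met, but not both; inactive = mean below 60% and not all replicates reaching 60%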;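 also: 0% = median plate neutral-control signal and 100% = twice that signal; values of inactives mirror those of a sister screen read the other way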
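Material – SR-BI-overexpressing, LDLR-lacking CHO cells · Medium – BSA-supplemented, HEPES-buffered Ham's F12, pH 7.4 · Doses – single concentration · Times – compound with DiI-HDL co-incubation, 3 h at 37 °C · Measured by – bottom-read fluorescence, 550/595 nm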
PKA-R2B activ – activators of PKA-R2B holoenzyme, primary screen, biochemical, fluorescence polarization, Cy5-IP20, human | cAMP-dependent protein kinase catalytic subunit beta (Homo sapiens) + cAMP-dependent … | AID 504700, 2011 | activation, % at 11.4 µM | PKA-R2B holoenzyme dissociation; R2B truncated from residue 108, S112A mutant; 0% DMSO only, 100% 113 µM cGMP | 340,000 compounds, 0.079% hits;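 active = activation above a cutoff set at the mean over all compounds plus 3 SD, cut at about 18% in these data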;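 also: higher means more holoenzyme dissociation and a rise in polarization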
Target sequence (P31323 whole entry, looked up, other chains not shown, the tested form may be a part): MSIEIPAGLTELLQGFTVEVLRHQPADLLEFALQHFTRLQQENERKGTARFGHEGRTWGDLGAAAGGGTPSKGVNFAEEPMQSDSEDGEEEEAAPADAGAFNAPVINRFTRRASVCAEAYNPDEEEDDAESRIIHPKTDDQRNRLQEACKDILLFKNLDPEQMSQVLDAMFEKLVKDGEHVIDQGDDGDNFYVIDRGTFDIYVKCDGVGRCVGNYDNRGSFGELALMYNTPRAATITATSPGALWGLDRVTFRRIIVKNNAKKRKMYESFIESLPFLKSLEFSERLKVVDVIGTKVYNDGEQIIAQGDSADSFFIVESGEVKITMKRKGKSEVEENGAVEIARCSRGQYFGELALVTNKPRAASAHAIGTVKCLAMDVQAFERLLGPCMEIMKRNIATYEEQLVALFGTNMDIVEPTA
Keap1 Nrf2 FP – Keap1-Nrf2 protein-protein interaction inhibitors, primary screen, biochemical, fluorescence polarization, single point; Kelch-like ECH-associated protein 1 (Homo sapiens), Q14145; Keap1 Kelch-Nrf2 peptide fluorescence polarization, 1536-well; inhibition, % at 9.4 µM; 340,000 compounds, 0.15% hits; in the data active = inhibition above about 12%; inconclusive = no clear call, values can overlap the other calls; inactive = below about 7.3%;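 also: human Keap1 Kelch domain with fluorescein labeled Nrf2 9mer peptide probe; 0% = neutral control wells and 100% = peptide positive control; higher means more block of Keap1 binding to Nrf2 peptide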
DAGLB inh – DAGLB lipase inhibitors, primary screen, biochemical, fluorescence, HTS; Diacylglycerol lipase-beta (Homo sapiens), Q8NCG7; HEK293T DAGLB membrane lysate, EnzChek fluorogenic substrate; 340,000 compounds, 0.059% hits; inhibition, % at 5.17 µM; AID 504411, 2011; in the data active = inhibition above about 34%;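 also: 0% = enzyme with vehicle and 100% = wells lacking enzyme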
Target sequence (Q8NCG7 whole entry, looked up): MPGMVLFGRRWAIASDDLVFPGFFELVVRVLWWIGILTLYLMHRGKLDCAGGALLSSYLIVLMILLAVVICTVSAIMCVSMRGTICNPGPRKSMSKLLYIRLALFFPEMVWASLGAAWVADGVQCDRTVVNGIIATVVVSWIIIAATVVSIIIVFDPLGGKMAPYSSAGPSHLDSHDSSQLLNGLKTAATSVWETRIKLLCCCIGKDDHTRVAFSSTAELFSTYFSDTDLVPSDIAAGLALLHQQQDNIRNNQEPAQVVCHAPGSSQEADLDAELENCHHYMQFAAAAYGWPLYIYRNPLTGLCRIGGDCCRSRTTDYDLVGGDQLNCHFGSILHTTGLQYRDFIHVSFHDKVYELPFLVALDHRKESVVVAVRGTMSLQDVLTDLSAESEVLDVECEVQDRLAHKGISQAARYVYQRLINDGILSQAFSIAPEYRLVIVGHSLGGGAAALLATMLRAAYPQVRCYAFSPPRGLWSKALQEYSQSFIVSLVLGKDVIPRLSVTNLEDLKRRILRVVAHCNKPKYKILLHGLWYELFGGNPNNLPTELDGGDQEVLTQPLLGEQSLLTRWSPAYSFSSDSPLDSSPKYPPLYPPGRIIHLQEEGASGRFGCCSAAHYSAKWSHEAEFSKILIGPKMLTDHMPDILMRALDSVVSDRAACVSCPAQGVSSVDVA
CAL PDZ FP-1 – CAL PDZ peptide-binding inhibitors, primary screen, biochemical, fluorescence polarization, Cer-tagged CAL PDZ, HTS. AID 504414, 2011. inhibition, % at 20 µM. 330,000 compounds, 0.02% hits. Golgi-associated PDZ and coiled-coil motif-containing protein (Homo sapiens), Q9HD26. purified CAL PDZ, TMR-peptide fluorescence polarization, 1 h;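 active = highest replicate inhibition of at least 40%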;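 also: plate controls were DMSO neutral control wells for no effect and unlabeled competitor peptide control wells for full effect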
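Material: tagged CAL PDZ protein CerCALP, purified; buffer or medium: sodium phosphate/NaCl buffer pH 7.4 with TCEP, IgG, Thesit; also added: fluorescent TMR peptide probe; schedule: 1 h incubation at room temperature before polarization reading; technique: fluorescence polarization from S- and P-plane intensities, G-factor corrected; control set: unlabelled peptide and DMSO controls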
Rtt109 Vps75 – inhibitors of C. albicans Rtt109/Vps75 HAT, primary screen, biochemical, ThioGlo CoA-SH fluorescence, plate reader | AID 540336, 2011 | 330,000 compounds, 0.16% hits | purified Rtt109/Vps75, 4 h | Histone acetyltransferase RTT109 (Candida albicans (strain SC5314 / ATCC MYA-2876)), … | inhibition, % at 34.9 µM;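 active = inhibition of at least 50% in every replicate; inconclusive = best replicate reaches 50% inhibition but some replicates fall short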
CAL PDZ FP-2 – untagged CAL PDZ binding inhibitors, primary screen, biochemical, fluorescence polarization, HTS | Golgi-associated PDZ and coiled-coil motif-containing protein (Homo sapiens), Q9HD26 | purified CAL PDZ, TMR-peptide fluorescence polarization, 1 h | inhibition, % at 24.9 µM | 300,000 compounds, 0.92% hits | AID 602252, 2012;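 active = mean inhibition of at least 30% with at least half of replicates also reaching 30%; inconclusive = no clear call, values can overlap the other calls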;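 also: 0% = DMSO neutral control and 100% = excess unlabeled competitor peptide PRC23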
Numbers without * were called inactive; ? = inconclusive; nt = no result given.

RTF Ca sens act	C-LANA FP	RTF Ca sens inh	SR-BI DiI-HDL act	PKA-R2B activ	Keap1 Nrf2 FP	DAGLB inh	CAL PDZ FP-1	Rtt109 Vps75	CAL PDZ FP-2	structure
-6.8	-0.4	-4.5	32.2	-7.4	-1.5	1.1	-0.7	1.7	0.0	O=c1cc(CN2CCN(Cc3ccc(F)cc3)C(CCO)C2)[nH]c2ccccc12 (stereo not given)
3.0	0.9	-0.5	-7.2	-22.1	-1.2	-3.6	-1.5	-8.1	-5.1	Cc1ccccc1OCCn1cnc2cc([N+](=O)[O-])ccc2c1=O
3.6	0.0	-12.4	-27.8	4.9	-2.0	-1.5	-0.6	-8.0	-2.5	CCN(CC)c1ccc(NC(=O)c2ccc(Br)o2)cc1
2.5	-0.7	7.6	9.1	-5.7	-1.6	-0.4	-1.5	-26.7	-2.2	CCC(SC1=NCCS1)C(=O)Nc1ccc(S(N)(=O)=O)cc1 (stereo not given)
-0.2	1.1	-8.0	7.4	0.8	-5.4	0.4	0.3	-8.7	-0.5	CCOC(=O)CN(C)C(=O)C1CCCN1C(=O)OC(C)(C)C (stereo not given)
5.0	0.2	-2.5	-22.6	-14.3	-2.1	-1.7	-0.1	0.3	-0.5	CCN(C(=O)CSc1nnc(-c2ccncc2)n1-c1ccccc1)C1CCS(=O)(=O)C1 (stereo not given)
2.5	0.4	-2.7	-28.1	-7.6	0.4	-3.1	-0.1	-3.6	nt	COc1cc(OC)c(NC(=O)c2csc(C)c2)cc1Cl
-1.7	-3.7	-4.5	1.9	-6.5	-4.0	-3.9	-0.1	10.9	-2.3	CCOc1ccccc1OCCC(=O)N1CCN(S(=O)(=O)c2ccccc2[N+](=O)[O-])CC1
5.5	-0.4	-14.9	27.0	-3.0	4.7	-2.7	-1.9	-10.2	-0.7	O=C(NCC1CCCO1)c1cc(-c2ccncc2)nc2ccc(S(=O)(=O)N3CCOCC3)cc12 (stereo not given)
-1.5	2.2	-3.0	9.9	-1.8	6.4	0.0	-2.2	-0.5	-3.4	O=C(O)C1C2C=CC(O2)C1C(=O)NCc1ccc(Cl)cc1 (stereo not given)

Additional results follow.
RTF Ca sens act	C-LANA FP	RTF Ca sens inh	SR-BI DiI-HDL act	PKA-R2B activ	Keap1 Nrf2 FP	DAGLB inh	CAL PDZ FP-1	Rtt109 Vps75	CAL PDZ FP-2	structure
-0.6	-0.9	9.9	14.5	-10.8	-7.5	-0.9	-1.8	25.6	0.0	O=C1CS/C(=N/N=C2CCCC2)N1
3.2	1.4	-6.5	3.9	-0.3	-1.5	-4.1	-0.7	2.6	-7.7	O=C(OCC(=O)N(C1CCCCC1)C1CCCCC1)c1ccco1
-2.8	-1.4	-1.6	-24.3	2.8	-2.8	-3.3	-1.3	1.2	-1.4	COc1ccc(NC(=O)C2C3CCC(C3)C2C(=O)O)cc1OC (stereo not given)
-5.4	-1.5	3.6	14.7	-2.9	-0.8	-3.2	-0.4	3.9	-5.9	O=C(CCCCO)CCCCCCCC[C@H]1N[C@H](CO)[C@H](O)[C@@H]1O[C@@H]1O[C@H](CO)[C@@H](O)[C@H](O)[C@H]1O
6.3	-0.2	-8.4	nt	-2.8	-3.6	-1.4	0.2	3.1	-1.3	CC1C(=O)c2ccccc2CC1C(=O)O (stereo not given)
-5.7	-0.7	1.6	-8.5	-0.9	2.0	0.3	-2.2	-0.8	-4.7	CCn1c(SCC(=O)Nc2cc(C)on2)nc2c(c1=O)SCC2
3.3	0.7	-0.1	15.4	-4.6	-4.1	-17.3	-0.9	28.2	-4.7	N/C(=N\OC(=O)Cc1ccc(-c2ccccc2)cc1)c1cccc([N+](=O)[O-])c1
1.1	1.4	-5.4	-20.0	-1.3	-2.7	0.8	-0.3	-7.0	-7.3	O=C(Cn1nc(Cc2ccncc2)c2ccccc2c1=O)Nc1cccnc1Cl
-3.6	-0.9	3.3	-11.6	7.0	2.2	1.2	-0.1	-6.3	-0.7	CCOC(=O)C1Sc2ccccc2NC1=O (stereo not given)
1.6	0.2	1.3	-54.1	-11.8	3.6	0.7	-2.1	14.0	-5.8	COc1ccc(-c2csc(NC(=O)C3CSC4(C)CCC(=O)N34)n2)c(OC)c1 (stereo not given)

Additional entries
RTF Ca sens act	C-LANA FP	RTF Ca sens inh	SR-BI DiI-HDL act	PKA-R2B activ	Keap1 Nrf2 FP	DAGLB inh	CAL PDZ FP-1	Rtt109 Vps75	CAL PDZ FP-2	structure
3.7	-0.4	-5.4	nt	2.0	0.2	1.2	-0.4	-9.9	-3.2	CC(c1ccon1)N(C)Cc1cn[nH]c1-c1ccc(F)cc1F (stereo not given)
1.8	-2.1	6.6	15.4	-6.0	-7.4	0.7	-2.3	36.3	-5.2	CC(C(=O)NC(=O)NC1CCCCC1)N1CCN(c2ccccn2)CC1 (stereo not given)
4.0	-1.7	-2.2	16.7	3.5	-2.3	3.4	0.1	-0.3	0.2	CCN(CC)C(=O)CC(c1ccc(F)cc1)c1ccco1 (stereo not given)
0.8	0.4	-5.0	10.3	-14.9	-3.7	0.7	-0.6	0.6	1.8	O=C(OCCN(CCOC(=O)c1ccncc1)S(=O)(=O)c1cccs1)c1ccncc1
-1.4	1.4	4.2	-6.1	-2.1	-8.3	7.0	-1.2	-2.9	0.6	O=C(O)c1cc(N/N=C/c2c(O)ccc3ccccc23)ccc1Cl
-0.8	-0.8	0.1	2.1	6.4	-2.8	0.2	-2.0	nt	-1.4	NC(=O)C1CCN(C(=O)CSc2nc3c(c(-c4ccccc4)n2)CCCC3)CC1
-0.8	0.6	-8.1	17.1	-6.2	2.1	-0.2	-0.6	0.7	-1.4	Cc1cc(C)n(C(=O)c2ccc(C)c(F)c2F)n1
0.6	0.7	-2.6	24.1	-8.8	-6.1	0.2	0.4	0.9	0.8	Cn1c(N)c(C(=O)COC(=O)CCCN2C(=O)c3ccccc3C2=O)c(=O)n(C)c1=O
-0.1	0.5	-6.6	2.9	-7.5	-5.7	0.2	0.8	6.3	nt	C=CCNc1ncnc2c1cnn2-c1ccc(C)cc1C
-0.9	-0.9	-2.9	-22.2	-20.1	-4.5	-2.0	0.1	-0.4	-1.7	COc1ccc(-c2nc3c(c(SCC(=O)N4CCOCC4)n2)COC(C)(C)C3)cc1

The list continues.
RTF Ca sens act	C-LANA FP	RTF Ca sens inh	SR-BI DiI-HDL act	PKA-R2B activ	Keap1 Nrf2 FP	DAGLB inh	CAL PDZ FP-1	Rtt109 Vps75	CAL PDZ FP-2	structure
-6.2	-0.1	7.4	-26.3	-5.9	-3.9	-4.5	0.5	-0.2	-4.1	COc1ccccc1Nc1nc(N2CCCC2)nc(N2CCOCC2)n1
-8.7	-0.2	3.9	15.7	-1.6	0.8	-2.9	-1.9	7.6	0.9	CCOC(=O)N1CCN(C(=O)c2cn(CC)c3ccc(S(=O)(=O)N4CCOCC4)cc3c2=O)CC1
6.3	-0.9	-4.8	-9.9	-7.7	2.1	-2.8	-0.7	-4.9	1.4	CCC(=O)Nc1cc(C(=O)OCC(=O)c2ccccc2)ccc1C
10.0	0.3	-18.5	-11.6	-0.8	-6.5	-4.5	-1.3	1.6	-2.0	CCOc1ccc(-c2nc(CSCC(=O)NCc3ccco3)c(C)o2)cc1
-3.9	-0.5	2.4	7.3	-3.3	-3.7	0.0	-0.6	0.5	2.3	CC(NC(=O)c1ccco1)C(=O)N1CCN(C(c2ccccc2)c2ccccc2)CC1 (stereo not given)
-3.4	0.2	-10.9	-15.7	-6.0	4.3	-1.7	-0.5	-2.0	nt	O=C(OCC(=O)N1c2ccccc2Sc2ccccc21)C1CC(=O)N(Cc2ccco2)C1 (stereo not given)
-6.8	-0.7	-2.9	8.7	-9.0	-1.6	0.3	-0.2	0.6	-6.4	Oc1ccc(Nc2ccnc3cc(Cl)ccc23)cc1
6.7	-2.1	-3.2	13.1	-4.2	0.8	0.5	-0.4	2.5	0.1	CC1(C(=O)NC2CCCC2)CCC(=O)N1Cc1ccccc1 (stereo not given)
-0.7	-0.7	-8.9	5.3	-0.4	0.3	1.9	-1.0	-1.5	-4.2	Cc1ccc(-n2nc3c(c2NC(=O)CC(C)C)CS(=O)(=O)C3)cc1
-4.5	0.7	-1.3	-11.1	-6.3	-6.7	-1.6	-0.7	-3.6	2.4	Oc1ccccc1-n1c(-c2ccccc2)ccc1-c1ccccc1

Remaining list, next part
RTF Ca sens act	C-LANA FP	RTF Ca sens inh	SR-BI DiI-HDL act	PKA-R2B activ	Keap1 Nrf2 FP	DAGLB inh	CAL PDZ FP-1	Rtt109 Vps75	CAL PDZ FP-2	structure
-5.4	0.4	1.2	-14.1	-4.0	?	-1.7	-0.8	10.2	-2.0	O=[N+]([O-])c1cc([N+](=O)[O-])c(Oc2ccc(F)cc2F)cc1NN1CCCCC1
11.8	4.0	-1.1	-44.5	-4.5	-3.1	0.6	nt	-5.7	1.0	CCOc1ccccc1NC(=O)c1cnc2n(c1=O)CCS2
4.8	-1.3	-4.3	-5.1	-8.9	-3.1	2.1	-0.5	0.2	-4.0	Clc1ccc(CNc2ccc(CNc3ncn[nH]3)cc2)c(Cl)c1
-1.5	-2.6	-4.0	-7.9	-0.9	2.0	-0.6	-1.5	5.2	nt	CN1CCN(NC(=O)c2cn(-c3ccccc3)nc2-c2ccc(OC(F)F)cc2)CC1

Bioassay records from PubChem.
